# GPR151 activ: human GPR151 activation; PathHunter beta-arrestin GPR151 cells, luminescence; activation, % at 11.2 µM; Q8TDV0; 650,000 compounds, 1% hits; AID 1508602; in the data active = activation above about 4.9%;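 also: 0% = median of compound wells and 100% = cells with positive control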
# Target sequence (Q8TDV0 whole entry, looked up): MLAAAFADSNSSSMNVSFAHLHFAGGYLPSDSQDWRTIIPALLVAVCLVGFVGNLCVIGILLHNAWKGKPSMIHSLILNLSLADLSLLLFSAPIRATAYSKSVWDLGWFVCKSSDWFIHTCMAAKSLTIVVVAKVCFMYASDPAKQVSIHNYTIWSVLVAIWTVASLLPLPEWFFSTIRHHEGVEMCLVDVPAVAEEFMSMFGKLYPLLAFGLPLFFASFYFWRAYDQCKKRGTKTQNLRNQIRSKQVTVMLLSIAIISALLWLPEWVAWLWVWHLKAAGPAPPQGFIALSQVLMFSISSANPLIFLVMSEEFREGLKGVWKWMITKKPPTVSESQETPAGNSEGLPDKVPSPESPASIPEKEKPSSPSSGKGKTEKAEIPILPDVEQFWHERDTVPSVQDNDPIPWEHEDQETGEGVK
# MITF inh: human MITF inhibition, primary screen; O75030; AlphaScreen MITF homodimerization, bead proximity signal; inhibition, % at 2.6 µM; 650,000 compounds, 0.91% hits; AID 1259374; in the data active = inhibition above about 50%;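 also: 0% = vehicle wells with protein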
# TEAD-YAP inh: TEAD-YAP interaction inhibition; HEK-TIYL cells, TEAD-Gal4/YAP UAS-luciferase luminescence; inhibition, % at 9.12 µM; 640,000 compounds, 1.4% hits; AID 1259422; in the data active = inhibition above about 32%;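 also: 0% = median of test compound wells and 100% = reference inhibitor wells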
# FBW7 activator: human FBW7 E3 ligase activation, primary screen | Q969H0 | 650,000 compounds, 0.13% hits | normalized activity (activation), % at 26.1 µM | AID 1259310 | AlphaScreen FBW7–phospho-cyclin E peptide binding, activator screen; in the data active = normalized activity above about 1.9%;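 also: purified mutant Fbw7 with reduced substrate affinity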
# Target sequence (Q969H0 whole entry, looked up): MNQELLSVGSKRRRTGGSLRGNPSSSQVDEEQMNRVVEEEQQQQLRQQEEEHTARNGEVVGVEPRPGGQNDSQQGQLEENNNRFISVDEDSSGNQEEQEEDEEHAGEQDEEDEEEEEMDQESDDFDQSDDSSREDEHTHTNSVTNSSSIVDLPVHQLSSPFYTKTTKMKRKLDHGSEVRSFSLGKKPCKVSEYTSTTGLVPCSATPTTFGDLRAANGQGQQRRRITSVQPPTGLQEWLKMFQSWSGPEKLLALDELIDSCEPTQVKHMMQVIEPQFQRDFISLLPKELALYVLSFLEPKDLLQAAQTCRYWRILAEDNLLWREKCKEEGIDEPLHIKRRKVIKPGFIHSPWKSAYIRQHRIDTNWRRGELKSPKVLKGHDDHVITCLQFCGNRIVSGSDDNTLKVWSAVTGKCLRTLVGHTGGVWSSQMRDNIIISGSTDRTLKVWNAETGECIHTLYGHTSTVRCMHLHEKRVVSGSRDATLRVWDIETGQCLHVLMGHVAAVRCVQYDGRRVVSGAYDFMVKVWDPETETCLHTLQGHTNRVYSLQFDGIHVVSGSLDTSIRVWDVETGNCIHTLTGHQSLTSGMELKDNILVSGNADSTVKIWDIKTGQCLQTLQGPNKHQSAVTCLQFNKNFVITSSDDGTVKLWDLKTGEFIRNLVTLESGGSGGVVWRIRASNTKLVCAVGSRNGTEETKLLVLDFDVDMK
# Active calls of the source: *. Hits appear at their usual frequency; any-hit rate near 3.4%.
SMILES,GPR151 activ,MITF inh,TEAD-YAP inh,FBW7 activator
CC(=O)c1cc(CN2CCC(N3CCC(C(=O)N4CCCC4)CC3)CC2)cs1,1.0,8,-5,-0.1
O=S(=O)(c1ccc(Cl)cc1)N1CCN(C2CCN(Cc3ccccc3)CC2)CC1,-1.4,2,-5,0.2
CCOc1cc(/C=C2\C(=O)NC(=O)N(c3ccc(Cl)cc3)C2=O)ccc1OCC(N)=O,1.1,-1,15,-0.1
C#CCn1c(C2CCCO2)nc2ccccc21 (stereo not given),-0.8,-21,-10,0.0
O=C(c1ccno1)N(Cc1ccccc1)c1nc2ccc(Cl)cc2s1,0.2,-6,-50,0.0
O=C(Nc1cccc(C(F)(F)F)c1)c1cn(-c2ccc(F)cc2F)c(=O)c2ccccc12,1.1,4,-1,0.0
COCCCNc1nc2nonc2nc1N1CCCN(C2Cc3ccccc3C2)CC1,0.7,-1,3,-0.1
CCn1ncc(NC(=S)NCc2ccc(Cl)cc2)c1C(N)=O,-2.7,7,18,0.4
CCn1nnc(NC(=O)c2cccs2)n1,0.7,-5,-17,0.0
CNC(=S)NNC(=O)c1cc(-c2cccnc2)nc2ccccc12,-8.1,0,3,0.1
O=C(CN1CCC(c2ccncc2)CC1)Nc1ccc(N2CCOCC2)cc1,-0.4,-7,9,-0.1
COc1ccc(Nc2nccn3c(-c4ccc(N)cc4)cnc23)cn1,-4.5,-15,7,-0.1
COc1ccc(CNC(=O)CN(C(=O)c2csnn2)c2ccccc2F)cc1,1.3,6,-4,0.0
O=C1Nc2ccc(Oc3ccccc3)c3cccc(c23)C1C1CCCC1 (stereo not given),0.0,-6,-11,0.1
CCOc1ccc(-n2c(=S)sc3c(=O)n(-c4ccc(F)cc4)c(SCC(=O)O)nc32)cc1,-1.6,-1,4,0.1
CC[C@H](C)[C@@H]1NC(=O)[C@@H]2C[C@H](NCc3cc(C)ccc3F)CN2C1=O,0.7,-5,6,0.1
CC1CCCC(C)N1/N=C/c1cccc([N+](=O)[O-])c1 (stereo not given),-0.9,16,-3,0.0
CC(C)c1ccccc1OCC(=O)Nc1ccc(C#N)cc1,0.1,7,6,0.3
Cc1ccc(/C=C(\C#N)C(=O)C(C)(C)C)o1,1.1,-1,-8,-0.2
COc1ccc(S(=O)(=O)NC2CC(C)(C)NC(C)(C)C2)cc1C,0.1,-6,2,0.0
CCCCN1C(=O)C(NC(=O)c2cccnc2)(C(F)(F)F)C2=C1CC(C)(C)CC2=O (stereo not given),0.2,5,13,-0.1
COC(=O)C1=C(C(=O)OC)SC(=C2C(=S)C(C)(C)N(C(=O)C3CC3)c3ccc(C)cc32)S1,-2.0,44,6,-0.2
O=C(COc1ccccc1)NCc1nnc(SCC(=O)N2CCc3ccccc32)n1-c1cccc(C(F)(F)F)c1,0.1,-13,7,0.0
Cc1ccc(-c2cnc3c(N4CCOCC4)nccn23)cc1,0.9,5,-34,-0.2
CCOc1cc(/C=C2/C(=N)N3OC(C)=CC3=NC2=O)ccc1OCc1cccc(C)c1,1.0,6,12,0.4

# Next structures follow.
SMILES,GPR151 activ,MITF inh,TEAD-YAP inh,FBW7 activator
Cc1ccc(NC(=S)N2CCC(N(C)CC3CCCO3)CC2)cc1C (stereo not given),1.0,9,-1,-0.1
CCN1CCN(C(=O)C23CCC(C)(C(=O)O2)C3(C)C)CC1 (stereo not given),-0.2,1,3,0.0
CC(=O)N(c1ccc2oc(=O)sc2c1)S(=O)(=O)c1ccc(C(=O)O)cc1,-0.5,18,7,-0.1
COc1ccc(-c2cc(C(=O)Oc3cccc4cccnc34)c3ccccc3n2)cc1,-1.1,-3,-18,-0.4
COC(=O)CSc1nnc(-c2ccc(NS(=O)(=O)c3ccc(C)cc3)cc2)o1,1.0,0,1,0.0
CC(=O)N1c2ccccc2NC2=C(C(=O)CC(C)(C)C2)C1c1cccc(Cl)c1Cl (stereo not given),0.5,4,-1,-0.2
CCOc1cccc2sc(N(CCN3CCOCC3)C(=O)C3CCCCC3)nc12,-0.9,10,6,0.7
CN(C)c1ccc(/C=C2\N=C(c3ccccc3F)N(c3ccc(O)cc3)C2=O)cc1,0.3,10,60*,0.1
COc1ccc(NC(=O)C2CC(=O)N(c3ccccc3)C2)cc1Cl (stereo not given),-0.3,6,0,-0.1
CCn1c(=O)c2c(nc3n(CCc4ccccc4)c(C)cn23)n(C)c1=O,3.4,2,-3,-0.2
O=C(Cn1ncc2cccn2c1=O)Nc1ccc(F)cc1,-1.2,-1,-10,0.9
Cc1ccc(Cl)cc1N1CCN(C(=O)c2cn(C)c(=O)c3c2c2ccccc2n3C)CC1,1.1,12,3,0.1
CCN(C(=O)CSc1ncccc1C(=O)O)c1cccc(C)c1,-0.1,0,5,-0.1
CCC(C)CC(=O)NCC1Cc2cccc(-c3ncccn3)c2O1 (stereo not given),-1.0,16,3,0.0
Cc1ccc(-c2ccc(=O)n(CC(=O)NCc3ccc(F)cc3)n2)cc1,-1.3,3,13,-0.1
CCOC(=O)c1sc(NC(=O)C(C)N2C(=O)c3ccccc3C2=O)c(C(=O)OCC)c1C (stereo not given),-0.5,1,-4,0.0
Cc1cc(C)nc(NC(=O)CCC(=O)O)c1,1.2,-11,4,-0.2
O=C(NCc1ccccc1)c1nn2c(c1Cl)NC(c1ccc(F)cc1)CC2C(F)(F)F (stereo not given),2.3,8,8,0.3
Cc1cc(C)c(C#N)c(N2CCN(c3ccc(F)cc3)CC2)n1,0.0,-1,5,0.0
O=C(O)C1CC(=O)N(CCc2ccccc2)C(=Nc2ccc(OC(F)(F)F)cc2)S1 (stereo not given),1.6,19,0,0.4
COc1ccc(CN2CCc3c(nc(N4CCC(C)CC4)[nH]c3=O)C2)cc1,0.2,11,-3,0.0
COc1ccccc1Cn1nc(C)cc1N,-0.3,8,0,-0.3
CCCn1c(CCC(=O)N2CCc3ccccc3C2)nc2cccnc21,0.1,1,10,-0.2
CCOC(=O)C1=C(CC)NC2=C(C(=O)CCC2)C1c1cc2c(cc1Br)OCO2 (stereo not given),0.9,-11,8,0.2
CN1CCC(=NNC(=O)c2ccc(CN3CCc4ccccc4C3)cc2)CC1,0.0,-2,23,-0.1

# (further entries)
SMILES,GPR151 activ,MITF inh,TEAD-YAP inh,FBW7 activator
CCn1c(CN2CCc3nc(N4CCCC4)[nH]c(=O)c3C2)nc2ccccc21,-0.9,-3,-7,-0.1
COC(=O)C1=C(C)N=C2SCCC(=O)N2C1c1ccc2c(c1)OCO2 (stereo not given),1.2,0,-9,-0.2
CN1CCN(c2nc(-c3cccc(N)c3)cnc2N)CC1,1.8,12,2,-0.1
Cc1ccc(S(=O)(=O)N(C)/N=C/c2ccccc2O)cc1,2.6,14,-15,0.1
CCN(CC)C(=O)Oc1c(Br)cc(Br)c2cccnc12,-0.3,18,-8,0.9
O=C(COc1ccc(Br)cc1Cl)NCc1ccco1,-1.5,3,-60,0.1
CC(=O)c1ccc(NC(=O)c2ccc(C)c(I)c2)cc1,-0.5,0,-71,0.3
Cn1c(=O)n(C)c2cc(NC(=O)C(F)(F)F)ccc21,-0.4,-10,5,-0.1
CC(C)NC(=O)C(=O)Nc1ccc(C(C)C)cc1,0.9,0,-81,0.0
Cc1cccc(C(=O)Nc2onc(C)c2C#N)c1,-2.7,11,4,0.1
CCC(=O)N1CCC[C@@H]2CN(C(=O)c3ccc(F)cc3)CC[C@@H]21,0.6,14,-4,0.0
O=C(C[n+]1ccc(-c2ccccc2)cc1)Nc1cccc([N+](=O)[O-])c1,0.6,2,1,-0.1
COc1cccc(NC(=O)CSc2nnc(C3CCCCC3)n2N)c1,-1.0,9,2,-0.1
CCCCNC(=O)C(=O)N/N=C/c1ccc(OCCCC)cc1,0.6,1,3,0.0
CN(C)C(=O)COc1ccc2ccccc2c1Br,2.6,12,-15,0.0
O=c1nc(SCc2cccc3ccccc23)c2c(n1CC1CCCO1)CCC2 (stereo not given),-0.1,-12,2,0.1
NC(=O)c1nn(-c2ccccc2)nc1NC(=O)Cn1nnc(-c2ccc3c(c2)OCO3)n1,-0.4,14,12,0.3
COc1ccc(-c2cnc3c(Nc4cccc(N(C)C)c4)nccn23)cc1OC,0.4,-10,9,-0.1
CCSc1ccccc1C(=O)Nc1sc(C)c(C)c1C(=O)NC,-0.7,14,10,0.0
Cc1ccc(C(=O)N/N=C\c2ccco2)cn1,2.2,8,0,0.1
CCOc1cc(CN2CCN(c3ccccc3OC)CC2)ccc1OC,-0.3,42,0,0.1
Cc1cc(C(=O)NN2C(=O)c3ccccc3C2=O)n[nH]1,-1.0,4,4,-0.1
COc1ccccc1Cn1ccn(CC(=O)Nc2ccc(Br)cc2)c(=O)c1=O,-1.5,-1,0,0.0
Cc1c(C(=O)NN)nnn1-c1nonc1N,0.2,9,1,0.2
COc1cc(OC)c(NC(=O)Nc2nnc(N3CCCC3)s2)cc1Cl,-0.4,-5,2,0.2

# (further entries)
SMILES,GPR151 activ,MITF inh,TEAD-YAP inh,FBW7 activator
COCCNc1ccnc2c(-c3ccc(C(=O)NC4CC4)cc3)cnn12,0.8,-283,1,-0.5
CN(C)S(=O)(=O)N1CCC(Oc2ccc(C(=O)NCCc3cscn3)cc2)CC1,0.3,-5,-14,-0.2
CN1CCN(Cc2cccn2-c2ncccn2)CC1CCO (stereo not given),2.1,13,-7,-0.1
COc1ccccc1-n1cc(CN2CCN3C(=O)CN(C)C(=O)[C@H]3C2)cn1,1.6,0,-6,0.0
Cc1cc(C)nc(SCC(=O)Nc2ccc3ccccc3c2)n1,-1.3,-2,-13,-0.3
COc1ccccc1NS(=O)(=O)c1cc(C(=O)Nc2ccccc2)ccc1Cl,-0.3,14,0,0.3
CCN1CCN(CCOCCOc2ccc(F)cc2)CC1,0.1,70*,8,0.5
COc1ccc(C2C(C(N)=O)=C(C)Nc3nc(-c4cccc(Cl)c4)nn32)cc1OC (stereo not given),1.1,0,-13,0.0
CSc1nc2c(c(=O)n(C)c(=O)n2C)n1Cc1cccc2ccccc12,-0.2,19,-2,0.7
O=C(COc1ccc(Cl)cc1)Nc1ccc2c(c1)CCCN2S(=O)(=O)c1ccc(F)cc1,3.0,4,-4,-0.1
COc1ccccc1N1CCN(c2ncc(C(=O)NCCCCN3CCC(C)CC3)c3ccccc23)CC1,-0.1,3,-4,-0.1
COc1ccccc1CC1(C)NC(=O)N(CC(=O)c2cc(C)n(Cc3ccco3)c2C)C1=O (stereo not given),-0.6,-4,-14,0.0
CC(C)n1cnc2c(Nc3ccc(N4CCOCC4)cc3)nc(Cl)nc21,-2.9,20,-4,0.1
O=C(CCC1CCCC1)NCc1ccc(F)cc1,0.1,-1,-1,0.1
Cc1ccccc1C(=O)Nc1ccc(C(=O)NNC(=O)c2ccccc2Cl)cc1,-1.5,-1,-9,-0.1
CCOc1ccccc1OCCNCCOC,-0.2,5,-6,-0.2
CCOc1ccc(S(=O)(=O)Nc2ccc(F)cc2)c2cccnc12,-1.7,-18,3,0.0
Cc1cc(=O)oc2c3c(ccc12)OCN(c1ccc(Cl)c(Cl)c1)C3,-0.8,3,3,0.1
CCn1c(=O)[nH]c2cc(C(=O)Nc3ccc(C)c(C)c3)ccc2c1=O,-0.8,0,8,0.1
O=C(Nn1c(SCc2ccccc2F)nc2ccsc2c1=O)c1ccccc1,1.6,2,-11,-0.2
O=C(Nc1cccc(C(F)(F)F)c1)c1ccc([N+](=O)[O-])o1,-0.5,12,36*,-0.1
CN(C1CCCCC1)S(=O)(=O)c1ccc(S(=O)(=O)NCC2CC2)cc1,2.3,2,-2,-0.1
O=C1C(=O)N(Cc2ccc(F)cc2)c2ccccc21,0.6,5,11,0.1
CCOC(=O)c1c(NC(=O)c2ccccc2C)sc2c1CC(C)(C)OC2,0.2,8,5,0.0

# At a glance, some entries already given.
SMILES,GPR151 activ,MITF inh,TEAD-YAP inh,FBW7 activator
O=C(Nc1cccc(C(F)(F)F)c1)c1cn(-c2ccc(F)cc2F)c(=O)c2ccccc12,1.1,4,-1,0.0
COCCCNc1nc2nonc2nc1N1CCCN(C2Cc3ccccc3C2)CC1,0.7,-1,3,-0.1
CCn1ncc(NC(=S)NCc2ccc(Cl)cc2)c1C(N)=O,-2.7,7,18,0.4
CCn1nnc(NC(=O)c2cccs2)n1,0.7,-5,-17,0.0
CNC(=S)NNC(=O)c1cc(-c2cccnc2)nc2ccccc12,-8.1,0,3,0.1
O=C(CN1CCC(c2ccncc2)CC1)Nc1ccc(N2CCOCC2)cc1,-0.4,-7,9,-0.1
COc1ccc(Nc2nccn3c(-c4ccc(N)cc4)cnc23)cn1,-4.5,-15,7,-0.1
COc1ccc(CNC(=O)CN(C(=O)c2csnn2)c2ccccc2F)cc1,1.3,6,-4,0.0
O=C1Nc2ccc(Oc3ccccc3)c3cccc(c23)C1C1CCCC1 (stereo not given),0.0,-6,-11,0.1
CCOc1ccc(-n2c(=S)sc3c(=O)n(-c4ccc(F)cc4)c(SCC(=O)O)nc32)cc1,-1.6,-1,4,0.1
CC[C@H](C)[C@@H]1NC(=O)[C@@H]2C[C@H](NCc3cc(C)ccc3F)CN2C1=O,0.7,-5,6,0.1
CC1CCCC(C)N1/N=C/c1cccc([N+](=O)[O-])c1 (stereo not given),-0.9,16,-3,0.0
CC(C)c1ccccc1OCC(=O)Nc1ccc(C#N)cc1,0.1,7,6,0.3
Cc1ccc(/C=C(\C#N)C(=O)C(C)(C)C)o1,1.1,-1,-8,-0.2
COc1ccc(S(=O)(=O)NC2CC(C)(C)NC(C)(C)C2)cc1C,0.1,-6,2,0.0
CCCCN1C(=O)C(NC(=O)c2cccnc2)(C(F)(F)F)C2=C1CC(C)(C)CC2=O (stereo not given),0.2,5,13,-0.1
COC(=O)C1=C(C(=O)OC)SC(=C2C(=S)C(C)(C)N(C(=O)C3CC3)c3ccc(C)cc32)S1,-2.0,44,6,-0.2

# Assay outcomes: PubChem BioAssay, The Scripps Research Institute Molecular Screening Center
